Screening data (PubChem)
HTR5A inv ctr = inverse agonist of human HTR5A in OPRM1-OPRD1 counter-screen | P47898 | hit rate 0.083% among 340,000 | inhibition, % at 9.3 µM | AID 504634 | HTR5A cell line, luminescence, inverse agonism; in the data active = inhibition mostly above about 23%, no sharp cut-off; inactive = mostly below about 18%;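 also: 0% = cells with DMSO and 100% = no-cell wells with DMSO; some compounds called inactive have numbers as strong as hits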
Tat export inh = blocks Tat-dependent protein export in E. coli | E. coli MC4100 TorA-mCherry Tat export, fluorescence | inhibition, % at 10 µM | AID 488895 | hit rate 0.036% among 340,000;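 active = mean replicate inhibition at least 50% and at least half of replicates individually reaching 50%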;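 also: exported cargo escapes ClpAP degradation while cytoplasmic cargo is degraded and loses fluorescence; 0% = median of neutral control wells and 100% = median of NaSCN control wells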
AddAB inh = less growth of phage-infected E. coli with AddAB. E. coli expressing H. pylori AddAB, absorbance growth. inhibition, % at 11.9 µM. hit rate 0.29% among 330,000; in the data active = inhibition above about 12%;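 also: 0% = vehicle wells of infected cells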
Ecoli viability = reduces bacterial viability in AddAB counter-screen | E. coli V3065 growth, OD600 absorbance, 18 h | inhibition, % at 11.9 µM | hit rate 0.27% among 330,000 | AID 449728;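 active = inhibition above the campaign's mean inhibition across all tested compounds plus 3 SD, cut at about 9.9% in these data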;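 also: uninfected addAB+ strain grown without phage in ampicillin broth; 0% = DMSO wells and 100% = ciprofloxacin 0.95 µg/ml wells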
phage Ecoli inh = E. coli growth loss with phage present; growth absorbance; inhibition, % at 11.9 µM; hit rate 0.26% among 360,000; AID 651602; in the data active = inhibition above about 11%
MOR-DOR ag = agonists of human mu-delta opioid receptor heterodimerization; hit rate 0.3% among 340,000; cells, OPRM1-OPRD1 heterodimerization, luminescence; activation, % at 9.3 µM; in the data active = activation above about 18%;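 also: 0% = vehicle-treated cells and 100% = reference agonist; values of inactives mirror those of a sister screen read the other way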
Target sequence (P35372 whole entry, looked up): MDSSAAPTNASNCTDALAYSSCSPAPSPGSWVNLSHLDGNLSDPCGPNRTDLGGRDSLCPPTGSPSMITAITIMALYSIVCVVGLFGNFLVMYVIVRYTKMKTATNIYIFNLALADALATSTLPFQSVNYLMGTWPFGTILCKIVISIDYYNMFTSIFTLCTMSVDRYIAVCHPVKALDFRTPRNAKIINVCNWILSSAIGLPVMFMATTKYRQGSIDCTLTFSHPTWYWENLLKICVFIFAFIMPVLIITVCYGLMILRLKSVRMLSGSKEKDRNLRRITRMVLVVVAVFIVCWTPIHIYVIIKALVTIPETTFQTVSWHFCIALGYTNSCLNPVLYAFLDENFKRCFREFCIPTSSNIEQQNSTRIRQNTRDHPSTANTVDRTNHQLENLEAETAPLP
Target sequence (P41143 whole entry, looked up): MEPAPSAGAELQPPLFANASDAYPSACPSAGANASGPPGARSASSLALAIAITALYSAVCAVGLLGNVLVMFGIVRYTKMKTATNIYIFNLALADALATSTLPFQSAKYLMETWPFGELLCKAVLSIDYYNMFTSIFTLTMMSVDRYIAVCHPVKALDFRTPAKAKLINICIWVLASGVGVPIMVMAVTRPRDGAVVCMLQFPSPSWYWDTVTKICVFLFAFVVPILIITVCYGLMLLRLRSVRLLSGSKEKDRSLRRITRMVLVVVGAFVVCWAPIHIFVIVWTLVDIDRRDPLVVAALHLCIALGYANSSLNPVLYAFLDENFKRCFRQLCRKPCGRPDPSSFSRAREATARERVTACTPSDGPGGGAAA
PKA-R1A activ = PKA-R1A complex activation | PKA-R1A dissociation, Cy5-IP20 fluorescence polarization; scaled: DMSO 0%, 113 µM cGMP 100% | P00514+P68181 | hit rate 0.083% among 340,000 | AID 504707 | activation, % at 11.4 µM;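 active = percent activation above the mean of all tested compounds plus 3 SD, cut at about 19% in these data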;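 also: higher means more PKAc released from R1A so a rise in polarization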
PfHsp90 set2 = growth inhibition of yeast expressing Plasmodium Hsp90. AID 504621. hit rate 0.32% among 310,000. S. cerevisiae expressing PfHsp90, BacTiter-Glo ATP, 48 h; yeast lacking PDR1 and PDR3 efflux regulators. inhibition, % at 9.4 µM;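 active = every replicate shows inhibition above about 80%, whatever the replicate mean, limit read from the data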;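 also: 0% = DMSO neutral controls and 100% = 20 µM radicicol positive controls; yeast relying on Plasmodium falciparum Hsp90 in place of its own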
Mot1-301 SUMO = inhibitors of SUMOylation pathway: yeast Mot1-301 growth rescue; S. cerevisiae Mot1-301 growth rescue, ATP luminescence, 38.5C; percent above DMSO median, 100 means doubled; growth rescue, % at 18.8 µM; hit rate 1% among 320,000;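 active = every valid replicate shows activation above 250% relative to neutral control wells; inactive = the rest, any valid replicate at or below 250%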;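 also: OY570 slx delta 5 strain wells were the positive control but not used for scaling; some compounds called inactive have numbers as strong as hits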
MOR-DOR inv ag = inverse agonist of human OPRM1-OPRD1 heterodimerization. P35372+P41143. cell-based MOR-DOR heterodimer luminescence, inverse agonism. inhibition, % at 9.3 µM. hit rate 0.21% among 340,000. AID 504357; in the data active = inhibition above about 22%, passing the limit was not always enough;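 also: 0% = cells with DMSO and 100% = wells without cells with DMSO; values of inactives mirror those of a sister screen read the other way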
PKA-R2B activ = activators of human PKA-R2B complex; P22694+P31323; PKA-R2B holoenzyme dissociation, Cy5-IP20 fluorescence polarization; R2B truncated from residue 108, S112A mutant; 0% DMSO only, 100% 113 µM cGMP; activation, % at 11.4 µM; hit rate 0.079% among 340,000;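 active = activation above a cutoff set at the mean over all compounds plus 3 SD, cut at about 18% in these data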;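 also: higher means more holoenzyme dissociation and a rise in polarization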
Numbers without * were called inactive; . = no result given. Compounds as they come; 2.2% or so of the library scored in one or more.

SMILES	HTR5A inv ctr	Tat export inh	AddAB inh	Ecoli viability	phage Ecoli inh	MOR-DOR ag	PKA-R1A activ	PfHsp90 set2	Mot1-301 SUMO	MOR-DOR inv ag	PKA-R2B activ
COc1cc(NS(=O)(=O)c2ccc(NC(=O)c3ccco3)cc2)nc(OC)n1	22	-2	63*	3.6	0.8	-1.8	-4	.	-11	11	1
Cc1[nH]n(-c2ccccc2)c(=O)c1Sc1ccc(Cl)cc1	11	19	1.9	-0.3	3.8	1.2	5	-8	-3	-7	8
COc1ccc(C(=O)Nc2nc(-c3ccc(OC)cc3)c(-c3ccc([N+](=O)[O-])cc3)s2)cc1	10	-13	-0.9	-0.2	1.1	-1.4	-10	-8	103	8	-10
C[C@]12c3[nH]c4ccc(Cl)cc4c3CCN1C(=O)[C@@H](CC(=O)NCCCn1ccnc1)C[C@@H]2C(=O)N1CCOCC1	3	10	-1.4	0.7	0.7	-5.0	2	2	.	24	0
CC1(C)CC(=O)C=C(c2ccc3ncccc3c2)C1	-33	4	0.3	-0.4	0.9	-1.5	-5	4	-3	9	-11
Cc1ccc(S(=O)(=O)NC(CC(=O)O)c2ccccc2)cc1 (stereo not drawn)	-2	12	0.3	-1.2	2.3	-1.5	-5	.	-18	7	1
CCN(CC(=O)N1CCCC1)S(=O)(=O)c1ccccc1	12	-11	.	.	4.1	-0.5	4	-29	84	2	5
O=C(CN(Cc1cccs1)C(=O)CNC(=O)c1ccco1)NC1CCCCC1	1	2	-1.0	-0.8	0.2	-1.3	-1	14	167	7	0
COc1ccc(-c2sc(Nc3ccccc3)n[n+]2-c2ccccc2)cc1Br	-21	-3	6.7	3.1	3.2	-1.6	1	-3	-15	9	8
Cc1ccc(N2C(=O)CCC2(C(N)=O)c2ccccc2)cc1 (stereo not drawn)	13	5	0.5	1.1	2.4	-0.9	4	.	126	4	-10
COc1cccc(C(=O)NC(C)c2cccc3ccccc23)c1OC (stereo not drawn)	-14	-1	3.7	-1.2	1.0	1.2	0	5	-9	-7	6
CC1CCCN(CCCN2C(=O)C3C(C(=O)Nc4cccc(Cl)c4)C4C=CC3(O4)C2C(=O)NC2CCCCC2)C1 (stereo not drawn)	10	0	0.6	-1.3	-1.5	4.0	-3	2	-8	-30	6
CCC(=O)Nc1ccc(/C(C)=N\NS(=O)(=O)c2ccc(C)cc2)cc1	-38	-6	6.6	-1.8	2.6	-2.3	-1	-8	-14	10	-2
CCC1CCc2sc(C(=O)NCC3CCCO3)cc2C1 (stereo not drawn)	5	2	-1.1	0.2	2.1	-1.4	-9	-27	11	6	-3
O=C(O)CC1=C(Nc2ccccc2)C(=O)N(c2ccccc2)C1c1ccc(F)cc1 (stereo not drawn)	-4	-2	2.7	-0.5	5.8	-0.9	2	.	-4	6	-4
Cc1ccccc1CN1CCc2c(OCC(=O)N3CCCc4ccccc43)cccc2C1=O	-17	3	-3.5	-0.7	-0.2	-1.6	-8	-11	-9	8	-10
Cc1cc(C)n2ncc(S(=O)(=O)c3ccccc3)c2n1	-3	0	-4.1	-2.9	0.3	-0.8	-3	2	-4	4	-7
O=C(Nc1ccccc1C(F)(F)F)N1CCC(n2c(=O)[nH]c3ccccc32)CC1	.	-4	3.3	1.0	2.5	.	7	20	6	.	-5
CCN1C2=C(C(=O)CCC2)C(c2ccc(O)c(Br)c2)C2=C1CCCC2=O	7	-1	1.4	5.3	-0.2	-0.5	-16	-1	6	3	-5
CCOc1ncccc1C(=O)OC(C)C(=O)NC(=O)NC1CCCCC1 (stereo not drawn)	-5	4	0.8	1.8	2.2	0.7	7	.	5	-3	-6
COc1ccc(-n2c(N)c(C(=O)Nc3c(C)n(C)n(-c4ccccc4)c3=O)c3nc4ccccc4nc32)cc1	-3	-2	0.4	0.4	1.0	1.0	-1	8	67	-5	-5
Cc1ccc(/C=N/NC(=O)c2cc3c(ccc4ccccc43)o2)o1	13	2	.	.	2.6	3.0	-2	13	.	-16	2
C[C@H]1[C@@H](c2ccccc2)Oc2ccc(Cl)cc2S(=O)(=O)N1Cc1ccc(F)cc1F	-13	-1	.	.	0.5	-2.4	-10	-6	.	11	-1
C=CCNC(=S)N1CCC(C(=O)c2ccc(Cl)cc2)CC1	0	4	0.0	-1.2	2.1	-2.5	-3	8	10	11	-1
Cc1cccc(NC(=O)/C(=C\c2ccc([N+](=O)[O-])o2)NC(=O)c2ccc(Cl)cc2)c1	1	0	0.8	-1.2	3.4	2.1	-1	24	6	-10	-4
C/C(=N/NC(=O)CC(=O)N/N=C(\C)c1ccc([N+](=O)[O-])cc1)c1ccc([N+](=O)[O-])cc1	-39	2	-0.3	-0.7	2.1	-1.6	-1	-10	11	8	-4
CN1CCN(CCCNC(=O)c2ccc(NC(=O)C3=CSCCO3)cc2)CC1	2	-10	1.5	-0.9	4.3	-2.8	1	10	387	14	6
O=C(CN1CCN(C(=O)c2ccco2)CC1)Nc1ccc(F)cc1F	-2	4	-4.2	-2.0	3.7	-3.5	3	12	-1	18	-9
COc1cccc(CNC(=O)c2ccccc2N)c1	11	-1	2.1	0.5	1.1	-3.9	-17	.	0	18	-13
Cc1ccc(NC(=O)CCCC(=O)O)c(Br)c1	2	2	4.5	1.8	2.4	-3.5	-14	4	4	15	0
Cc1cc(C)n2nc(CC(=O)NC3CCCCCC3)nc2n1	-10	-3	0.9	0.6	3.0	-0.7	4	-15	11	4	2
C/C(CC(=O)N1CCN(C=O)CC1)=N\NC(=O)c1cc2ccccc2cc1O	-3	3	2.0	-0.4	4.7	6.8	-3	13	-1	-41	-15
Cc1cc(C)n(CC(=O)N2CCc3ccccc32)c(=O)c1C#N	-3	5	2.7	-0.2	1.1	0.6	4	-3	8	-5	-7
CCc1ccc(NC(=S)N(Cc2cccc(Br)c2)CC2CCC(C(=O)O)CC2)cc1 (stereo not drawn)	5	0	3.7	-0.2	0.6	-1.8	5	-68	592*	9	-7
Cc1ccc(/C=C2\NC(=S)NC2=O)cc1[N+](=O)[O-]	-1	1	2.6	-2.0	3.3	-2.4	3	-11	-3	12	0
CCN(Cc1ccncc1)C(=O)c1ccccc1NS(=O)(=O)c1ccc(F)cc1	-3	2	0.3	-0.5	3.3	-2.1	-8	-2	43	11	-8
O=C(NCC(c1ccco1)N1CCOCC1)c1ccc(Cl)cc1 (stereo not drawn)	-2	8	0.6	-0.6	2.7	-1.4	17	.	-12	9	-1
CCOP(=O)(NC12CC3CC(CC(C3)C1)C2)NC12CC3CC(CC(C3)C1)C2	4	4	4.1	-0.6	1.1	0.8	-8	3	-26	-6	18
O=C(CCN1CCCCCC1)c1ccccc1	-2	-5	-0.7	-0.5	3.1	-0.4	-8	-3	90	2	-7
CC(C)[C@@H]1CC[C@@H](C)c2c(-c3ccccc3)n[nH]c21	-15	7	1.9	1.7	2.2	7.2	-13	6	-24	-41	-9
CCOc1ccccc1NC(=O)C(OC(=O)c1ccccc1O)c1ccccc1 (stereo not drawn)	10	4	0.7	-1.4	2.1	0.4	10	-96	3	-2	5
CCC(C)c1ccc(S(=O)(=O)N2CCN(C(=O)c3ccc(Cl)c(S(=O)(=O)N4CCOCC4)c3)CC2)cc1 (stereo not drawn)	3	4	.	.	-1.2	-3.0	5	3	.	12	-3
CCCOC(=O)c1ccc(NC(=O)CCOc2ccccc2)cc1	-16	13	-1.6	-1.4	2.0	2.3	-10	7	34	-12	-8
O=C(O)CSc1cc(C(=O)c2ccccc2O)cn2c(=O)c3c4c(sc3nc12)CCCC4	-12	-2	.	.	-0.9	-2.1	-9	-10	.	12	3
O=C1CC(/C=C/c2ccccn2)=Nc2ccccc2N1	4	2	-0.7	0.8	3.9	-0.1	6	-25	10	1	2
Cc1c(C)c2c(OCC(=O)NCc3ccncc3)cc3c(c2oc1=O)CCC(C)(C)O3	25	-9	4.2	-1.2	3.5	-1.1	-8	2	11	6	11
COc1cc(/C=C/c2c([N+](=O)[O-])c(=O)n(C)c(=O)n2C)cc(OC)c1OC	4	2	2.5	0.7	2.8	-5.3	-7	2	-6	25	2
CCC(C)(C)NC(=O)CN(C(=O)CNS(=O)(=O)c1ccc(F)cc1)c1ccc2c(c1)OCCO2	18	1	3.0	0.1	1.2	-0.8	0	-130	-17	5	-3
Cc1cccc(S(=O)(=O)Nc2ccc(S(=O)(=O)Nc3nccs3)cc2)c1	-19	-10	3.7	1.1	3.6	-4.6	-5	-8	-21	18	-1
Cc1nnc(SCC(=O)NC(C)(C)C)n1NCc1c(F)cccc1Cl	3	6	1.3	1.1	-0.7	-1.6	4	13	-5	9	4
COc1ccc(OC)c(/C=N/NC(=O)c2ccc(Cn3cc([N+](=O)[O-])cn3)o2)c1	-28	-9	3.1	-2.5	3.2	-1.4	-1	-2	-15	7	-10
O=C(CCC(=O)c1ccc(F)cc1)NN1C(=O)NC2(CCCCC2)C1=O	7	-1	-1.2	-0.8	4.4	-3.0	-3	-15	6	16	-11
CCC1CCCCN1C(=O)CSc1nc(C)cc(C)n1 (stereo not drawn)	11	-2	4.7	-0.5	2.6	0.3	-5	-35	-10	-2	-2
Cc1cccc(N(C(=O)c2ccco2)C(C(=O)NC2CCCC2)c2cccnc2)c1C (stereo not drawn)	19	-3	3.1	0.3	0.7	-0.6	1	23	-6	4	3
Cc1csc(NC(=O)c2cc3c(s2)CCCCC3)n1	-18	9	1.2	0.4	0.1	0.2	-15	23	-24	-1	-16
COC(=O)c1ccc(Cl)c(NC(=O)CSc2nnc(-c3ccncc3)o2)c1	8	-5	-0.6	0.1	0.4	-1.9	-9	15	199	10	-13
COc1ccc(C2c3ccc4ccccc4c3Oc3ncn(CCCN(C)C)c(=N)c32)cc1 (stereo not drawn)	-4	10	-1.4	-0.4	0.0	2.6	-2	21	2	-12	-8
COc1ccc(CC(=O)NCc2ccc3c(c2)OCO3)cc1	5	3	1.9	-1.2	1.0	-1.7	2	.	-5	8	6
O=C1Nc2ccc(S(=O)(=O)N3CCOCC3)c3cccc1c23	8	16	0.1	-0.8	-1.7	-1.2	-11	-8	-29	7	-6
COc1ccc(/C=C/C(=O)OC(C)C(=O)c2ccccc2)cc1OC (stereo not drawn)	-17	0	1.2	-0.5	3.0	0.2	-8	.	-2	-1	-4
CCOC(=O)C[C@H]1c2ccc(C(F)(F)F)cc2S(=O)(=O)N1C(C)(C)C	1	0	0.0	2.2	2.0	-2.7	-5	.	-9	15	-14

Arranged by value in phage Ecoli inh (falling): 3 of the compounds above
smiles | Tat export inh | AddAB inh | phage Ecoli inh | MOR-DOR ag | PKA-R1A activ | Mot1-301 SUMO | MOR-DOR inv ag | PKA-R2B activ
Cc1cccc(S(=O)(=O)Nc2ccc(S(=O)(=O)Nc3nccs3)cc2)c1 | -10 | 3.7 | 3.6 | -4.6 | -5 | -21 | 18 | -1
COc1ccc(OC)c(/C=N/NC(=O)c2ccc(Cn3cc([N+](=O)[O-])cn3)o2)c1 | -9 | 3.1 | 3.2 | -1.4 | -1 | -15 | 7 | -10
COc1ccc(/C=C/C(=O)OC(C)C(=O)c2ccccc2)cc1OC (stereo not drawn) | 0 | 1.2 | 3.0 | 0.2 | -8 | -2 | -1 | -4
